# HEK293 tox: cytotoxicity in counter-screen for GLP-1R inverse agonists; HEK293 cAMP-luciferase reporter cells, luminescence, 24 h; Potency, µM (doses to about 38.3 µM), for inactives: at the top dose activity change, negative = inhibition, hits mostly inhibitors; AID 624418; 410,000 compounds, 0.13% hits;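 note: loss of luciferase light is scored as toxicity; potency is the fitted concentration of half-maximal effect; % is set by controls: 0 for no effect and ±100 for the full control effect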
#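 Luminescence readout: signal drop marks cytotoxicity. Plated cells grew 12 h at 37 °C, 5% CO2, received 23 nL compound for 24 h, then got luciferase reagent, read after 12 min at RT.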
# FUS suppressor: suppressors of FUS proteinopathy in yeast; Potency, µM (titrated, usually from 76.6 µM), without a hit: at the highest dose growth rescue (activation), most hits filed as activators; 390,000 compounds, 0.24% hits; S. cerevisiae FUS-expressing, growth rescue, OD600, 24 h;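 note: potency is the fitted concentration of half-maximal effect; plate controls were DMSO vehicle for no effect and reference control for full effect; nearly all actives have a fitted effect of over 55% in size; some results filed as inactive show a strong effect at the top dose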
#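 Yeast FUS proteinopathy model; galactose-induced FUS (2%), starting OD 0.005. Cpds in dilution series, 24hr, 30C, 99% humidity. Abs 600 nm growth. Pos ctrl CP55940 (top 92uM final); neg ctrl DMSO.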
# pAkt inh: blocks phosphorylation of Akt. Neuro2A IGF-stimulated pAkt S473 HTRF, 20 min; active compounds read low. activity change, % for hits at 50 µM. 360,000 compounds, 0.32% hits; in the data active = activity change below about -80%; inconclusive = mostly about -51% to -80%; note: % is set by controls: 0 for no effect and ±100 for the full control effect
#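 Single-point screen (50 µM final compound) in Neuro2A cells stimulated 20 min with 6 nM IGF at 37 deg C. After lysis, Ser473-phosphorylated Akt read by HTRF (ex 330 nm, em 615/665 nm) as the 665/615 ratio.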
# GLP-1R inv ag: acts as inverse agonist at human GLP-1 receptor; Potency, µM (titrated, usually from 38.3 µM), for inactives: at the highest dose activity change, negative = inhibition, actives largely listed as inhibitors; 410,000 compounds, 1.6% hits; HEK293 GLP-1R CRE-luciferase, luminescence, 24 h; GLP-1R form is constitutively active; P43220; AID 624417; note: potency is the fitted concentration of half-maximal effect; % is set by controls: 0 for no effect and ±100 for the full control effect; nearly all actives have a fitted effect of over 55% in size
# Target sequence (P43220 whole entry, looked up): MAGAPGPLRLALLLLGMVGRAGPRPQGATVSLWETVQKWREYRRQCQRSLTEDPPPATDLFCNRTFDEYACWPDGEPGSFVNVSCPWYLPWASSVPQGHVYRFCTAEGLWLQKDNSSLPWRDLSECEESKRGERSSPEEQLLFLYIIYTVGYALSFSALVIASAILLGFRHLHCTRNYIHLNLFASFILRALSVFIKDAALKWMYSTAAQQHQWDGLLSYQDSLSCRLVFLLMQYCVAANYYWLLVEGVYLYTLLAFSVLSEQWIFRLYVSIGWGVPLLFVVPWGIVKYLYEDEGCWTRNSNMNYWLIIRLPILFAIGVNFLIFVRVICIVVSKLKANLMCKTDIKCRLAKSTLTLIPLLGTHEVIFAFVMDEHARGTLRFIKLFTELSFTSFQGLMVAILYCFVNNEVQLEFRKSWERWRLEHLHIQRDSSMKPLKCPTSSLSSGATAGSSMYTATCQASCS
#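 Cells are plated, allowed 12 hours at 37 deg C, then treated with compounds for 24 hr before luciferase detection reagent is added and luminescence is read after 12 min at room temperature. The HEK293 line carries constitutively active GLP-1R with a cAMP-responsive reporter.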
# aSyn yeast inh: inhibitors of alpha-synuclein toxicity in yeast; Potency, µM (doses to about 46.1 µM), for inactives: top-dose growth rescue (activation), actives largely listed as activators; Yeast expressing alpha-synuclein, growth rescue, BacTiter-Glo, 24 h; AID 652106; 370,000 compounds, 0.14% hits; note: potency is the fitted concentration of half-maximal effect; % of control where 0% means no effect; nearly all actives have a fitted effect of over 65% in size
#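 Rescue of yeast growth: cells expressing toxic alpha-synuclein, induced in galactose at OD600 0.02, incubated with compound 24 h at 30 C. ATP luminescence quantified growth; inhibitors of toxicity appear as activators.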
# TDP-43 yeast inh: TDP-43 toxicity inhibition in yeast; Potency, µM (highest dose often 46.1 µM), without a hit: top-dose growth rescue (activation), hits mostly activators; TDP-43 expressing yeast growth rescue, BacTiter-Glo, 24 h; 410,000 compounds, 1.8% hits; note: potency is the fitted concentration of half-maximal effect; % of control where 0% means no effect; nearly all actives have a fitted effect of over 50% in size
#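 Galactose-induced TDP-43 yeast, OD600=0.02, compound pinned; 24 hr, 30 deg C; BacTiter-Glo luminescence for growth. Inhibitors of TDP-43 toxicity read as activators.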
# Abeta rescue: A-beta toxicity reversal in yeast; 410,000 compounds, 0.063% hits; Potency, µM (titrated, usually from 46.1 µM), for inactives: top-dose growth rescue, most hits filed as activators; yeast expressing A-beta42, growth rescue, OD600, 48 h; response scale: 0% DMSO, 100% iron-clioquinol control; note: potency is the fitted concentration of half-maximal effect; nearly all actives have a fitted effect of over 55% in size
#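 Yeast growth medium received pinned compounds, then yeast cells expressing toxic A-beta were added; plates incubated at 30 C for 48 hr. Growth read as absorbance at 600 nm, normalized to DMSO and equimolar FeCl3 plus clioquinol controls.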
# PTHR1 agonist: activates the human parathyroid hormone receptor PTHR1 | Q03431 | HEK293 GP2 PTHR1 cells, GloSensor cAMP luminescence, 1 h | Potency, µM (doses to about 115 µM), without a hit: top-dose activation, hits mostly activators | 410,000 compounds, 0.075% hits | AID 743266; note: potency is the fitted concentration of half-maximal effect; nearly all actives have a fitted effect of over 55% in size; some results filed as inactive show a strong effect at the top dose; inactives centre near -15; many of its hits are not listed in these tables
# Target sequence (Q03431 whole entry, looked up): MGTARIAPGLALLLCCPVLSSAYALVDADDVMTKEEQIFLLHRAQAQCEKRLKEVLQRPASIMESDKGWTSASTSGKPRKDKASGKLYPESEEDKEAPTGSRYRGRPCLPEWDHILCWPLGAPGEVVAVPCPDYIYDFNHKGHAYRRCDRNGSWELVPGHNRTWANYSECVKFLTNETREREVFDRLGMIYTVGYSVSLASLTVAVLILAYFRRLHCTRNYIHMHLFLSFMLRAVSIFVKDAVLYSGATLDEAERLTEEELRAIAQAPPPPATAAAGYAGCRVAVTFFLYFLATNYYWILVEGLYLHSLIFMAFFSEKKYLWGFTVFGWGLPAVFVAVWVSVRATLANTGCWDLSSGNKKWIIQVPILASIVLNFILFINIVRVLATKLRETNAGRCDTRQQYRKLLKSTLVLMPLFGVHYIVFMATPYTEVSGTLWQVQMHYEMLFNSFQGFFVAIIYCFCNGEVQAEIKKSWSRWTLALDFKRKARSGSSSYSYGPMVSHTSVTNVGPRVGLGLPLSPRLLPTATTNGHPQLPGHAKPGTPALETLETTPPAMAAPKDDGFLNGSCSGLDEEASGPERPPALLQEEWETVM
#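 HEK-293-derived GP2 cells expressing PTHR1 and a GloSensor cAMP reporter, 3,000/well, plated overnight, given luciferin plus IBMX (each 0.5 mM as added) for 1 h at 37 °C, then compound for 1 h at 37 °C. Luminescence was read after 15 min at room temperature.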
# Mm-Cpn inhibitor: blocks the Methanococcus maripaludis chaperonin Mm-Cpn; purified Mm-Cpn ATPase, ADP Transcreener TR-FRET; Potency, µM (titrated, usually from 76.9 µM), inactives show at the top dose activity, negative = inhibition, most hits filed as inhibitors; 330,000 compounds, 0.031% hits; note: potency is the fitted concentration of half-maximal effect; % is set by controls: 0 for no effect and ±100 for the full control effect; nearly all actives have a fitted effect of over 80% in size
#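 TR-FRET (320 nm excitation; 590 and 665 nm emission) reports ADP made from 10 uM ATP by 25 nM enzyme; compounds were preincubated 10 min, reaction run 30 min, both at 37°C.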
# * = called active by the depositor; i = inactive; ? = inconclusive; / = not tested or not shown; & = joins results of further samples; [ ] = another dose, or the depositor's remark. Unless noted, calls come from the whole dose curve; as a rule, active = well fitted curve in the direction sought with a large enough effect; inconclusive = small, poorly fitted or top-dose-only effect, or another doubt; inactive = no such curve, though single readings can be large; an effect the other way counts as inactive or inconclusive.
SMILES,HEK293 tox,FUS suppressor,pAkt inh,GLP-1R inv ag,aSyn yeast inh,TDP-43 yeast inh,Abeta rescue,PTHR1 agonist,Mm-Cpn inhibitor
CCN(CC)c1ccc(NC(=O)c2cnn(CC)c2)cc1,-26%,2%,i,-14%,3%,-4%,13%,i,-2%
COc1cccc(-n2nnc3c(=O)n(CC(=O)Nc4cc(C)on4)cnc32)c1,-3%,0%,i,13%,-3%,14%,5%,i,0%
COC(=O)c1ccc(NC(=O)CN(CCc2ccccc2)S(=O)(=O)c2ccc(OC)cc2)cc1,-8%,-13%,/,?,/,-3%,-6%,-1%,/
COc1cccc(C(=O)Nc2ccc(NC(=O)C(C)(C)C)cn2)c1,-7%,11%,i,13µM*,0%,-8%,-12%,-10%[57.5 µM],0%
O=C(O)C1CCC(C(=O)O)SS1 (stereo unspecified),-7%,-10%,i,2%,3%,-9%,-6%,i,/
COc1cccc(CN2CC(C(=O)N3CCOCC3)CCC2=O)c1 (stereo unspecified),-4%,-11%,i,5%,-1%,1%,7%,-4%,2%
Nc1[nH][nH]c(=O)c1N=Nc1ccccc1,?,-2%,i,-10%,2%,0%,-11%,i,/
O=C(NC1CCCCCC1)c1c2c(nc3ccccc13)CCN(Cc1ccccc1)C2,3%,/,i,?,-8%,5%,6%,-11%,2%
Cc1cc(C)cc(NC(=O)C(OC(=O)c2ccc(O)cc2)c2ccccc2)c1 (stereo unspecified),-15%,0%,i,?,9%,17%,9%,-12%,-1%
CC(=O)c1c(C)nc(-c2ccc(OCC(=O)Nc3ccccc3)cc2)n1O,-4%,-22%,i,17%,-2%,4%,-14%,-24%,-4%
COCc1cccc(-c2csc(C(NC(C)=O)c3ccc(F)c(F)c3)n2)c1 (stereo unspecified),9%,19%,/,-14%,1%,28%,2%,i,/
CC(=O)Nc1ccc(S(=O)(=O)N2c3ccccc3C(C)=CC2(C)C)cc1,?,10%,i,?,?,-18%,15%,i,2%
COc1ccc(N2CCN(c3nc4ccccn4c(=O)c3C=O)CC2)cc1,8%,-9%,i,32%[activator],?,?,9%,-18%,1%
COc1ccc(/C(O)=C/C(=O)C(=O)NNC(=O)C(O)(c2ccccc2)c2ccccc2)cc1,2%,28µM*,i,?,8%,2%,0%,i,-1%
COc1cccc(-c2nc(SCC(=O)NC3CCCC3)c(-c3ccc(C)cc3)[nH]2)c1,-20%,-25%,/,?,/,14%,-15%,-11%,/

# Entries of single compounds as entered above:
# Profile of `COc1cccc(-n2nnc3c(=O)n(CC(=O)Nc4cc(C)on4)cnc32)c1` → HEK293 tox = -3%; FUS suppressor = 0%; pAkt inh = i; GLP-1R inv ag = 13%; aSyn yeast inh = -3%; TDP-43 yeast inh = 14%; Abeta rescue = 5%; PTHR1 agonist = i; Mm-Cpn inhibitor = 0%
# Profile of `CC(=O)c1c(C)nc(-c2ccc(OCC(=O)Nc3ccccc3)cc2)n1O` → HEK293 tox = -4%; FUS suppressor = -22%; pAkt inh = i; GLP-1R inv ag = 17%; aSyn yeast inh = -2%; TDP-43 yeast inh = 4%; Abeta rescue = -14%; PTHR1 agonist = -24%; Mm-Cpn inhibitor = -4%

# (cont.)
SMILES,HEK293 tox,FUS suppressor,pAkt inh,GLP-1R inv ag,aSyn yeast inh,TDP-43 yeast inh,Abeta rescue,PTHR1 agonist,Mm-Cpn inhibitor
Cc1cc(C)cc(-n2c(SCC(=O)Nc3cccc(S(=O)(=O)NC4=NCCCCC4)c3)nc3ccccc3c2=O)c1,-5%,22%,i,15%,9%,3%,20%,i,-4%
O=C(COC(=O)C1CCN(c2ccc(C(F)(F)F)cn2)CC1)Nc1cccc(F)c1,-2%,32%,i,8%,10%,?,27%,-12%,1%
Cc1cccc(NC(=O)c2ccc([N+](=O)[O-])s2)n1,-24%,-29%,/,-18%,2%,?,-90%[inhibitor],-21%,4%
Cc1cc(C)n2nc(N)c(N=Nc3ccc(Cl)cc3)c2n1,-19%,10%,i,2%,-28%,-19%,1%,i,0%
CONc1nc(NC(C)(C)C)nc(OCC#N)n1,-12%,/,i,28%,-2%,0%,3%,i,0%
COc1ccc(N2C(=NC(=O)C(C)Oc3ccccc3)SC3CS(=O)(=O)CC32)cc1 (stereo unspecified),-4%,2%,i,3%,-4%,-14%,6%,i,-2%
COc1ccccc1NC(=S)N(CCN1CCOCC1)Cc1ccccc1F,1%,0%,i,-13%,-6%,7%,3%,-11%,1%
Cc1ccccc1C(=O)Nc1nnc(S(=O)(=O)N2CCCCC2)s1,4%,36%,i,-19%,-1%,22%,-10%,-21%,-3%
CC(Sc1nnc(-c2ccco2)n1C)C(=O)NC1CCCC1 (stereo unspecified),4%,-11%,i,10%,-1%,8%,-3%,-8%,-1%
CCC(C(=O)OCC(=O)N(CCOC)c1c(N)n(Cc2ccccc2)c(=O)[nH]c1=O)c1ccccc1 (stereo unspecified),7%,/,i,6%,-1%,10%,-6%,-14%,3%
Cc1nnc(NCc2n[nH]c(=O)c3ccccc23)c2ccccc12,?,31%,i,-29%,2%,0%,1%,i,-2%
CCCNC(=O)C1CCN(S(=O)(=O)c2ccc(Br)cc2)CC1,6%,20%,/,-7%,0%,-13%,11%,i,1%
COc1ccc(Cl)cc1C1=CC(=O)C[C@H](c2ccc(F)cc2)C1,-1%,8%,i,?,2%,13µM*,-7%,i,-2%
O=C(CCNS(=O)(=O)c1cccc2nsnc12)NCc1ccccc1,1%&-11%,-24%&9%,i,?,-7%,-5%&0%,-13%&-8%,-46%[inhibitor],2%
O=C(c1cnc2ccccn2c1=O)N1CCCc2ccccc21,10%,31%,i,4%,-1%,-21%,-1%,10%[57.5 µM],0%
Cc1ccc(C(C(=O)NCc2ccco2)N(CCc2ccccc2)C(=O)Cn2nnc3ccccc32)o1 (stereo unspecified),-8%,-6%,i,-38%,0%,13%,2%,-13%,2%
COc1cc(C)ccc1OCCOCCOc1ccccc1[N+](=O)[O-],-24%,13%,i,-31%,5%,13%,14%,i,-3%
CCOc1ccc(NC(=O)CSc2nc3c(oc4ccccc43)c(=O)n2-c2cc(C)cc(C)c2)cc1,7%,-4%,/,0%,/,27%,-8%,i,/
Cc1ccc(N(CC(=O)N2CCc3ccccc32)C2=NC(=O)CS2)cc1,-14%,28%,i,1%,-2%,2%,5%,-15%,0%
NC(=O)c1c(NC(=O)C(=O)N2CCOCC2)sc2c1CCCC2,-2%,-6%,i,5%,-1%,8%,1%,i,-1%
CCOc1ccccc1CNC(=O)CCn1ccc2cc(S(=O)(=O)N3CCCCC3)ccc21,-1%&-3%,?,i,?,5%,16%&15%,10%&-3%,-1%&-11%,-2%
CCN(C(=O)[C@@H]1CCCN1C(=O)c1cccs1)c1nc2cc(Cl)ccc2s1,6%[1.53 µM],29%,i,?,3%,13µM*,19%,-17%,0%
CCn1cnc2scc(-c3ccccc3)c2c1=O,7%,-3%,i,80%[activator],1%,0%,27%,6%[57.5 µM],-1%
COC(=O)c1nn(-c2ccccc2)c(Sc2ccc(OC)cc2)c1/C=N/O,1%,-2%,i,?,5%,-1%,16%,i,2%
O=C(O)Cc1c(O)ccc2ccccc12,-4%,-3%,i,1%,-6%,-8%,-3%,i,-9%
CCCCCc1ccc(-c2cn(Cc3ccc(C(=O)c4ccccc4)cc3)nn2)cc1,6%,-10%,i,?,-6%,-5%,-2%,-5%,4%
COc1ccc(N(CC(=O)N2CCN(Cc3ccc4c(c3)OCO4)CC2)S(=O)(=O)c2ccc(F)cc2)cc1,4%,-5%,i,?,-2%,-5%,8%,i,-2%
O=C(Cc1csc(NC(=O)Nc2cccc(Cl)c2)n1)NC1CCCC1,-4%,11%,i,?,3%,12%,-1%,i,-1%
Cc1noc(C)c1S(=O)(=O)N1CCC(C(=O)NCCCN2CC(C)CC(C)C2)CC1 (stereo unspecified),-3%,15%,i,8%,-5%,-23%,-3%,i,1%
O=C(CCS(=O)(=O)c1cccc2nsnc12)NC1CCCCCC1,5%,10%,i,0%,7%,12%,30%,i,-6%
Cn1c(=O)cc(SCC(=O)N2CCCC2)c2ccccc21,-14%,-5%,i,18%,1%,10%,3%,i,3%
CC(=O)c1ccc(NS(=O)(=O)c2cc(-c3cnc(C4CC4)o3)ccc2C)cc1,-9%&-23%,-14%&13%,i,?,-1%,-13%&21%,8%&6%,-4%,-7%
O=C(CSc1ncccc1-c1nc2ccccc2[nH]1)N1CCCCC1,-15%,27%,/,-22%,-1%,-2%,-1%,-4%[57.5 µM],-3%
CC(C)c1c(O)nc(SCCN(C)C)[nH]c1=O,2%,-3%,i,0%,5%,17%,15%,i,0%
CC1CCC(NC(=S)NCCN(C)C)CC1 (stereo unspecified),6%,-30%,i,21%,3%,10%,4%,i,0%
COc1c(Cl)ccc(Cl)c1C(=O)OCC(=O)O,7%,20%,i,3%,-3%,-16%,-1%,-4%[57.5 µM],-1%
CCOC(=O)c1c(N)sc(C(=O)Nc2ccc3c(c2)OCO3)c1C,?,21%,i,5.6µM*,-19%,-7%,-33%[inhibitor],-36%[inhibitor],-2%
Cc1ccc(C)c(OCCn2ccnc2)c1,0%,-12%,i,21%,0%,22%,11%,-10%,-2%
CCOC(=O)c1c(-c2ccc(Cl)cc2)cn2ccccc12,-2%,-9%,i,2%,-3%,12%,2%,-8%,0%
Cc1ccc(C2C=C(c3ccccc3)Nc3nc(N4C(=O)CCC4=O)nn32)cc1 (stereo unspecified),103%[activator],24%,i,-2%,1%,20%,4%,i,-4%

# These rows are one share of the data, so the mix of outcomes need not match the whole.
